Assay outcomes as filed in PubChem BioAssay.
HEK293 viab: GF-AFC viability counterscreen for inhibitors of alpha-synuclein gene (SNCA) expression; HEK-293-SNCA-luc viability, GF-AFC fluorescence, 24 h; Potency, µM (highest dose often 57.1 µM), without a hit: at the highest dose activity change, negative = cytotoxicity, usual class: cytotoxic; 150,000 compounds, 0.12% hits;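 also: potency is read from the fitted curve at half-maximal effect; 0% = DMSO-treated cells and -100% = medium-only wells without cells; nearly all actives have a fitted effect of over 30% in size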
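HEK-293-SNCA-luc cells (1500/well) plated 24 h, then exposed 24 h to a dilution series; GF-AFC added 30 min at 37C, fluorescence 405/540 nm; normalised to medium-only and DMSO wells, Hill fit.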
GPT2 inh: Primary qHTS assay for inhibitors of Glutamate pyruvate transaminase 2 (GPT2). Recombinant GPT2, coupled pyruvate oxidase/HRP Amplex Red fluorescence. Potency, µM (series often up to 57.7 µM), for the others: at the top dose activity change, negative = inhibition, actives largely listed as inhibitors. 100,000 compounds, 0.25% hits. AID 1671188, 2021; also: potency is read from the fitted curve at half-maximal effect; nearly all actives have a fitted effect of over 60% in size; many of its hits are not listed in these tables
Target sequence (Q8TD30 whole entry, looked up): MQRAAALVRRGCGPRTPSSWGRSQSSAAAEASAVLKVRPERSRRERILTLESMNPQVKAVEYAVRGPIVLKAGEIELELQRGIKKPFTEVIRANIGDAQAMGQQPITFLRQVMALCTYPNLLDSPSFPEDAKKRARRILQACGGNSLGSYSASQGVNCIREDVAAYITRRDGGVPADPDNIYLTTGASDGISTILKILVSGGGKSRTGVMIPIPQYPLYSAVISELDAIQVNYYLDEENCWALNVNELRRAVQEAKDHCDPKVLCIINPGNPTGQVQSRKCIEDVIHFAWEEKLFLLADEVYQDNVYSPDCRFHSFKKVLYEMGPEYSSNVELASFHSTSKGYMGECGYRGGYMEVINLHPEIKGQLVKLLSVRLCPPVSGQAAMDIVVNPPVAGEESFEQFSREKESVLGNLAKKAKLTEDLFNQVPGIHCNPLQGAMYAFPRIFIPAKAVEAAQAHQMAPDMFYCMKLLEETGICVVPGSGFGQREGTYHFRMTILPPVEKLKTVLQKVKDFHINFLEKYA
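GPT2 10ng/uL, a-KG 250uM, L-Ala 2mM, HEPES pH7.5 + 0.0001% Tween; 30 min RT. Then Amplex mix (PO/HRP/ThPP), 30 min RT dark, fluorescence. AOA 50uM used as positive control.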
SNCA expr inh: Primary qHTS assay for inhibitors of alpha-synuclein gene (SNCA) expression | HEK-293 SNCA-luciferase knock-in, luminescence, 24 h | Potency, µM (series often up to 57.2 µM), for the others: at the highest dose activity change, negative = inhibition, usual class: inhibitors | 140,000 compounds, 0.17% hits | AID 1671194, 2021;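 also: potency is read from the fitted curve at half-maximal effect; plate controls were DMSO cells for no effect and cell-free wells for full effect; nearly all actives have a fitted effect of over 45% in size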
Luciferase inh: Firefly luciferase inhibition profiling of diverse chemical library using quantitative high-throughput screening | purified P. pyralis luciferase, luminescence, biochemical | Potency, µM (doses to about 115 µM), without a hit: at the top dose activity change, negative = inhibition, most hits filed as inhibitors | 76,000 compounds, 2.5% hits | AID 1347043, 2019; also: potency is read from the fitted curve at half-maximal effect; nearly all actives have a fitted effect of over 65% in size
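Biochemical qHTS: compound (6-point titration) added to 10uM D-luciferin plus 10uM ATP in Tris acetate pH 7.5 buffer with Mg, Tween-20 and BSA, then purified enzyme at 10nM; light output imaged.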
HEK293 tox: Cytotoxic Profiling in HEK 293 Cell Line of Diverse Libraries Using Quantitative High-Throughput Screening. HEK 293 viability, ATP luminescence (CellTiter-Glo), 48-72 h. 94,000 compounds, 6.6% hits. AID 1345083, 2018. Potency, µM (doses to about 115 µM), for the others: at the top dose activity change, negative = cytotoxicity, hits mostly inhibitors; also: potency is read from the fitted curve at half-maximal effect; nearly all actives have a fitted effect of over 60% in size
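HEK 293 seeded at 250 cells/well receive compound via pintool. After 48 or 72 hr at 37 degree Celsius, 5% CO2 and 95% humidity, CellTiter-Glo is dispensed and luminescence read following 10 min at room temperature.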
IP6K1 inhibitor: Primary qHTS assay for small molecule inhibitors of Inositol hexaphosphate kinase 1 (IP6K1); activity change, % (series mostly up to about 58 µM); IP6K1 kinase, ADP-Glo luminescence, 2 h; stronger effect = lower value; 140,000 compounds, 0.81% hits; Inositol hexakisphosphate kinase 1 (Homo sapiens), Q92551; in the data active = activity change below about -25%
Target sequence (Q92551 whole entry, looked up): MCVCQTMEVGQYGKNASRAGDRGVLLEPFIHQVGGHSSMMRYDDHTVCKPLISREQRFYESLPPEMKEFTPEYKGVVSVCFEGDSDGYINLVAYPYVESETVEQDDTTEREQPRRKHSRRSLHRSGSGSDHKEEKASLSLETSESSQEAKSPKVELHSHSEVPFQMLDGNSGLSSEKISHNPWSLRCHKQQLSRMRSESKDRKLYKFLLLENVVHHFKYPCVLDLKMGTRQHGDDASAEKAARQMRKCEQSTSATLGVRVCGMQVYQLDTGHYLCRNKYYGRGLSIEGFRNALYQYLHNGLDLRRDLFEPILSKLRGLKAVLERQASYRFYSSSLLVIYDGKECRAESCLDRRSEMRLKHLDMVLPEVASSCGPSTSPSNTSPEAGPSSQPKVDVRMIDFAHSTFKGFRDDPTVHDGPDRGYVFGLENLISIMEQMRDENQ
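ADP-Glo luminescence measures ADP made by human IP6K1 during a 2 h RT reaction with ATP/IP6 (mix at 1.3 mM/130 uM); top library doses 57.5 and 19.1 uM final.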
3T3 cytotox: Cytotoxic Profiling in NIH 3T3 Cell Line of Diverse Libraries Using Quantitative High-Throughput Screening; NIH 3T3 viability, CellTiter-Glo ATP luminescence, 48-72 h; 94,000 compounds, 4.3% hits; Potency, µM (top dose mostly 96.7 µM), for inactives: at the top dose activity change, negative = cytotoxicity, most hits filed as inhibitors; also: potency is read from the fitted curve at half-maximal effect; nearly all actives have a fitted effect of over 55% in size
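Cytotoxicity was measured by CellTiter-Glo ATP luminescence after 48 or 72 h compound exposure at 37 °C. Mouse NIH 3T3 fibroblasts were seeded at 400 cells/well and dosed by 23 nL pin transfer.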
* = called active by the depositor; i = inactive; ? = inconclusive; nt = no result given; & = joins results of further samples; [ ] = dose if it differs, or a comment. Unless noted, calls follow the shape of the dose curve; as a rule, active = well fitted curve in the direction sought with a large enough effect; inconclusive = small, poorly fitted or top-dose-only effect, or another doubt; inactive = no such curve, though single readings can be large; an effect the other way counts as inactive or inconclusive. Unless noted, % is scaled to controls: 0 for no effect and ±100 for the full control effect. Only part of the results is shown; count on the stated rates, not on these rows.

molecule	HEK293 viab	GPT2 inh	SNCA expr inh	Luciferase inh	HEK293 tox	IP6K1 inhibitor	3T3 cytotox
OCCc1cc(CC2(NCc3ccccc3F)COC2)no1	-2%[87.6 µM]	i	12%[87.6 µM]	-7%[172 µM]	2%[172 µM]	-4	i
CCOc1cc(CNC(=O)C(NS(=O)(=O)c2cccs2)C(C)C)cc(OCC)c1OCC (stereo not drawn)	2%	nt	-12%	nt	nt	-15	nt
CCOc1ccccc1CN1CCCCCCNC(=O)[C@@H]2CCC[C@@H]21	-8%	?	-2%	-3%	?	7	?
Cc1ccc(C)c(N2CCN(Cc3csc(C)c3)CC2)c1	-4%	nt	-6%	nt	nt	-10	nt
Cc1cc(C)n(-c2nc3ccccc3nc2Nc2cc(Cl)ccc2C)n1	-8%	nt	-6%	nt	nt	-1	nt
COC(=O)CNC(=O)C(Cc1ccccc1)NS(=O)(=O)c1ccc2c(c1)c(=O)n(C)c(=O)n2C (stereo not drawn)	4%	nt	0%	nt	nt	5	nt
COc1ccc(CCNC(=O)c2ccc3c(c2)CCN3S(=O)(=O)c2ccc(Cl)cc2)cc1	9%	nt	-13%	nt	nt	2	nt
COc1ccc(OC)c(CNC(=O)c2cc(=O)[nH]c3ccc(S(=O)(=O)N4CCCCC4C)cc23)c1 (stereo not drawn)	3%	nt	-16%	nt	nt	2	nt
Cc1nc(-c2ccc(Cl)cc2)sc1CCNC(=O)C(=O)Nc1ccc2c(c1)OCCO2	3%	nt	27%	nt	nt	30	nt
O=[S+]([O-])(NC1CCCN(Cc2ccc(-c3cncnc3)cc2)C1)c1cccs1 (stereo not drawn)	6%[12.5 µM]	i	-7%	nt	?	8	?
CCc1ccccc1N1CC(c2nc3ccccc3n2CCC2CCCCC2)CC1=O (stereo not drawn)	?	nt	?	nt	nt	9	nt
CCCCN(Cc1ccccc1)C(=O)CN(C)S(=O)(=O)c1ccc2c(c1)c(=O)n(C)c(=O)n2C	2%	nt	-6%	nt	nt	-7	nt
O=C(C1NCCc2[nH]cnc21)N1CCc2c(nc(CC3CC3)[nH]c2=O)C1 (stereo not drawn)	8%	3%	1%	-3%	-2%	11	-10%
COc1ccc(-n2nc(C3CCCN(CC4CCCCC4)C3)[nH]c2=O)cc1 (stereo not drawn)	6%	?	14%	5%	-5%	-4	-6%
CCOC(=O)C(Cc1c[nH]c2ccccc12)NC(=O)COc1ccc(Cl)cc1 (stereo not drawn)	-17%	nt	?	nt	nt	1	nt
Cc1cccc(C)c1-c1cc(C(=O)NC2CC2)c2cnn(C)c2n1	3%	-11%	28%	nt	0%	1	-15%
C[C@@H](NC(=O)C1CCOCC1)c1onc(-c2cccnc2)c1C(=O)O	-3%[87.6 µM]	1%[88.5 µM]	-1%[87.6 µM]	-6%[172 µM]	-1%[172 µM]	16	-2%[138 µM]
COc1ccc(-c2ccc(C(=O)NCC(F)F)cc2)nn1	nt	nt	nt	nt	?	-4&15	-30%&-28%[138 µM]
COC(=O)c1ccc(CN2C(=O)[C@@H]3C[C@@H](O)CN3C3(CN(C4CCN(C(C)=O)CC4)C3)C2=O)cc1	4%	i	-1%	-1%	i	-10	-1%
Cc1cc(C)n(CCC(=O)NC2CCCN(c3cc(-c4ccc(F)cc4)[nH]n3)C2)n1 (stereo not drawn)	-13%	-12%	9%	-19%	1%	0	-21%
COc1ccc(Cn2c(CCC(=O)Nc3ccc(C)c(C)c3)nc3cccnc32)cc1	0%	nt	10%	nt	nt	-14	nt
Cc1c(Cl)cccc1-c1ccc(CNCCSc2nnnn2-c2ccccc2)o1	5%	nt	8%	nt	nt	-13	nt
Cc1cc(C(=O)N[C@H]2CCOC[C@H]2C2CCOCC2)ccc1N1CCOCC1	5%	0%	5%	8%	?	5	-6%
O=C(CN1C(=O)COc2ccc(C(=O)COc3ccc(F)cc3)cc21)NCC1CCCO1 (stereo not drawn)	-17%	i	3%	-4%	-6%	28	-15%
COc1cc(C)c(-c2nc(CN3CCCC(CN)C3)c(C)o2)cc1C (stereo not drawn)	?	-21%	?	-10%	32µM*	5	25µM*
COCCn1c(=O)n([C@H]2CCCN(C(=O)NCCc3ccccc3)C2)c2ncccc21	1%	i	-18%	4%	3%	8	-3%
Cn1c(=O)c(=O)n(C)c2cc(S(=O)(=O)N3CCN(c4ccccc4)CC3)ccc21	-1%	nt	-10%	nt	nt	27	nt
COC[C@H]1CCCN1C(=O)[C@@H](C)C1CC[C@@]2(C)CC[C@H](NC(=O)c3ccc(C#N)cc3)[C@@H](C)[C@@H]2[C@H]1O (stereo partly drawn)	-1%	i	1%	-6%	-3%	13	-13%
COc1ccc(-c2cnc(C)o2)cc1S(=O)(=O)Nc1ccc(C)c(N(C)C)c1	-12%	nt	-20%	nt	nt	9	nt
Cc1ccccc1C(=O)Nc1ccc2nc(N3CCCCC3)cc(C)c2c1	-7%	nt	109%[activator]	nt	nt	10	nt
O=C(OCC1CCCO1)c1ccc2c(c1)N(Cc1c(F)cccc1Cl)C(=O)c1ccccc1S2(=O)=O (stereo not drawn)	-16%	nt	2%	nt	nt	15	nt
Cc1cc(NC(=O)c2ccccc2Cl)ccc1NC(=O)c1ccccc1	-13%	nt	32%[activator]	nt	nt	25	nt
O=C(Nc1ccccc1)[C@H]1O[C@H](CCN2CCN(c3ccc(F)cc3)CC2)CC[C@@H]1O	-22%[87.6 µM]	i	-4%[87.6 µM]	6%[172 µM]	?	20	?
O=C(O)COc1ccc(-c2nccc3c2C(=O)N(Cc2cccc(C(F)(F)F)c2)CC(CNC(=O)c2cccc(Cl)c2)O3)cc1 (stereo not drawn)	2%	i	-27%	nt	nt	-11	nt
CCOc1ccc(C(=O)N2CCCC3(C2)NC(=O)N(Cc2cccc(Cl)c2)C3=O)cc1 (stereo not drawn)	6%	i	-4%	3%	?	7	-27%
O=C(CSc1nc2ccsc2c(=O)n1Cc1ccccc1Cl)NCc1ccc(Cl)cc1	-1%	nt	14%	nt	nt	-2	nt
Cc1cnc(C(=O)N2CC[C@H](CO)[C@H](NC(=O)C3CC3)C2)cn1	2%[12.5 µM]	i	1%	2%	-2%	6	-6%
COc1ccc(CNC(=O)C[C@@H]2[C@H](O)CC[C@@H]3[C@]4(C)CO[C@@H](CNC(=O)C5CCCC5)O[C@@H]4CC[C@]32C)cc1	5%	3%	7%	-7%	-20%	-1	-25%
COc1ccccc1CNC(=O)c1cc2c(s1)CCN(C(=O)c1ccc(C)cc1)C2	-5%	-15%	-6%	5%	?	-3	?
O=C1N(c2ccccc2)c2ccccc2C12CCN(Cc1ccc(C(F)(F)F)cc1)C2 (stereo not drawn)	1%	i	-9%	nt	50µM*	-17	?
C/C1=C\[C@@H](C)C[C@@H](C)[C@@H](Cc2cnco2)OC(=O)/C(C)=C/[C@@H](C)C[C@@H](C)[C@@H](Cc2cnco2)OC1=O	?	-14%[27.3 µM]	nt	nt	nt	-8	nt
O=C(COc1ccc(F)cc1)N1CCC2(CC1)NCCc1c2[nH]c2ccccc12	-8%[12.5 µM]	-12%	33%[activator]	5%	45µM*	7	?
COCCNC(=O)C1CN(Cc2ccccc2)C(=O)N1 (stereo not drawn)	9%[87.6 µM]	i	-5%[87.6 µM]	-1%[172 µM]	-2%[172 µM]	-10	-3%[138 µM]
COc1ccc(C(=O)N2CCC3(CC2)CC(OCC2CC2)CCO3)cn1 (stereo not drawn)	2%[12.5 µM]	i	-19%	-9%	13%	-9	-17%
CCCCCSc1nc2sc3c(c2c(=O)n1-c1ccc(OC)cc1)CCN(C(C)=O)C3	19%	nt	-7%	nt	nt	-21	nt
COc1ccc(CCC(=O)N2CCC3(CC2)CC(CC(=O)N2CCOCC2)CCO3)cc1 (stereo not drawn)	-12%	i	16%	nt	i	-2	-11%
Cc1ccc(CNC(=O)N2CCC(c3ncc(C)n3C(C)C)C2)cc1 (stereo not drawn)	0%	i	-25%	-3%	-10%	5	0%
Cc1cc2c(N3CCCC3)nc(N3CCCC3)nc2n1C	?	?	nt	nt	nt	-12	nt
Cc1ccc(NC(=O)Cn2c(=O)n(CCC(=O)N3CCc4ccccc4C3)c(=O)c3ccccc32)cc1	-7%	nt	-1%	nt	nt	13	nt
COc1ccc(-c2nc3c(C#N)c[nH]n3c2NC2CCCCC2)cc1	-8%	nt	101%[activator]	nt	nt	-9	nt

Additional records.
molecule	HEK293 viab	GPT2 inh	SNCA expr inh	Luciferase inh	HEK293 tox	IP6K1 inhibitor	3T3 cytotox
Cc1ccc(CSc2nc3cccnc3n2Cc2ccc(C(=O)NCCc3ccccc3)cc2)cc1	-7%	nt	-4%	nt	nt	4	nt
Cc1noc(C)c1-c1cc(-c2ccc3c(c2)C(=O)NC3)cn2cncc12	-10%[87.6 µM]	1%[88.5 µM]	28%[87.6 µM]	5%[172 µM]	-63%[172 µM]	-4	13µM*
COc1ccc(CCNc2nc(SCc3cccc(Cl)c3)nc3ccccc23)cc1OC	12%	nt	38%	nt	nt	-11	nt
CC(C)(C)CC(=O)N1CC[C@H]2CC(=O)N(CCN3CCNC3=O)CC[C@H]2C1	3%[87.6 µM]	2%[88.5 µM]	9%[87.6 µM]	12%[172 µM]	-2%[172 µM]	5	-18%[174 µM]
CN1CC(=O)N(C2CCCNCC2)Cc2c1ncnc2N1CCSCC1 (stereo not drawn)	4%	-10%	2%	nt	3%	3	i
COC(=O)c1c(C)oc2ccc(N(C(=O)Oc3ccccc3)S(=O)(=O)c3ccc(C(C)(C)C)cc3)cc12	-14%	nt	15%	nt	nt	52	nt

Structures listed so far that contain a tert-butyl group, in the order listed:
molecule	HEK293 viab	GPT2 inh	SNCA expr inh	Luciferase inh	HEK293 tox	IP6K1 inhibitor	3T3 cytotox
CC(C)(C)CC(=O)N1CC[C@H]2CC(=O)N(CCN3CCNC3=O)CC[C@H]2C1	3%[87.6 µM]	2%[88.5 µM]	9%[87.6 µM]	12%[172 µM]	-2%[172 µM]	5	-18%[174 µM]
COC(=O)c1c(C)oc2ccc(N(C(=O)Oc3ccccc3)S(=O)(=O)c3ccc(C(C)(C)C)cc3)cc12	-14%	nt	15%	nt	nt	52	nt
